# Bioassay records from PubChem.
# ERAP1 inh – inhibitors of human ERAP1 aminopeptidase | recombinant ERAP1, Leu-AMC fluorescence, 60 min | inhibition, % at 10.7 µM | actives 0.15% (n = 340,000);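 active = mean replicate inhibition of at least 30%, or all replicates individually reaching that 30% level; inactive = mean below 30% and not every replicate reaching it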;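 also: 0% = neutral control wells and 100% = L-leucinethiol positive control wells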
# RAD54 branch – blocks human RAD54 Holliday junction branch migration | Q92698 | FAM/BHQ fluorescence | inhibition, % at 10.4 µM | actives 0.14% (n = 360,000) | AID 602329;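 active = mean normalized replicate activity at least 40 and at least half of replicates scoring 40 or more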;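 also: 0% = median of neutral control wells and 100% = median of positive control wells; inhibitors cause a drop in the FAM fluorescence signal; in these data hits start at about 50%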
# Cneo AK release – Cryptococcus neoformans lysis via adenylate kinase release; AID 651654; C. neoformans lysis, adenylate kinase release luminescence, 4 h; normalised: neutral wells 0, clomiphene wells 100; actives 0.2% (n = 360,000); lysis activity, % at 15 µM;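 active = mean lysis activity across replicates of at least 80%, whatever share of replicates individually reach that level; inactive = mean lysis activity below 80%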
#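 Assay system: log-phase C. neoformans yeast / Quantity: yeast cell density of 5 × 10^6 cells/mL / Medium: fresh YPD growth medium / Compound: single dose / Timing: static 4 h at 37 °C with compound, 1 h detection / Measured by: adenylate kinase release luminescence / Read-out: lysis from increased AK signal / Benchmarks: Clomiphene as positive lysis control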
# PglD inh – blocks C. jejuni PglD acetyltransferase activity; purified PglD enzyme, DTNB colorimetric CoA detection; inhibition, % at 12.5 µM; actives 0.098% (n = 360,000); AID 602405; in the data active = inhibition above about 16%, passing the limit was not always enough; also: strong numbers were not always called active
# PGC1a acetyl inh – PGC1a acetylation modulation, inhibitor mode; U2OS PGC1a acetylation, AlphaScreen anti-acetyl-lysine; with virally co-expressed GCN5 acetyltransferase; inhibition, % at 15.6 µM; actives 0.17% (n = 350,000); AID 651687;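 active = every replicate shows inhibition of at least 40%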;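 also: 0% = neutral control wells and 100% = positive control wells; some results beyond the cut were filed as inactive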
# E-selectin induc – induces E-selectin expression in human endothelial cells; P16581; HUVEC E-selectin immunofluorescence imaging; normalized: neutral wells 0, TNF-alpha wells 100; activation, % at 7.58 µM; actives 0.37% (n = 260,000);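 active = mean E-selectin-positive cell signal at least 10% of the positive control, reached in at least 60% of replicates, without over 20% cell loss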;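 also: in these data hits start at about 27%; measured in HUVEC primary endothelial cells; signal is the percent of cells scored E-selectin positive by PE staining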
# Target sequence (P16581 whole entry, looked up): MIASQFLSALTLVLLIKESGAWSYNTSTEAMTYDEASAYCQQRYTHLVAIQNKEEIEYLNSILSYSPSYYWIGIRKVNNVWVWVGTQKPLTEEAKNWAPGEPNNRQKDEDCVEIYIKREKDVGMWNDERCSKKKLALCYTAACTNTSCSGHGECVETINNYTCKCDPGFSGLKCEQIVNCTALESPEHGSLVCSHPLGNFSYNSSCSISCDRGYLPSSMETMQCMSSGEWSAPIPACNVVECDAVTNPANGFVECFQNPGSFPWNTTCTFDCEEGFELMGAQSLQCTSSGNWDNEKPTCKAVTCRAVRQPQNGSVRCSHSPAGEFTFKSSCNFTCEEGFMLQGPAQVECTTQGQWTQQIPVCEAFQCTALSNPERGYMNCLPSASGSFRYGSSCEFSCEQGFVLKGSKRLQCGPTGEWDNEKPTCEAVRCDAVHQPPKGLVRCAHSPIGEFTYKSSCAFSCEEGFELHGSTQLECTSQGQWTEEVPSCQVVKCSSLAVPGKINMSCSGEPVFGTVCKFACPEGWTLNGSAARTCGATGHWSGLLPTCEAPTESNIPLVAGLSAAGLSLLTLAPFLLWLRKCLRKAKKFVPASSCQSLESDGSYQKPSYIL
#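 Test system: HUVEC; input: 3,000 HUVEC/well; measured by: immunofluorescence imaging; read-out: % PE-positive cells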
# RAD52 inh – inhibitors of human RAD52 DNA annealing. P43351. recombinant RAD52 DNA annealing, FRET fluorescence. inhibition, % at 18.7 µM. actives 0.46% (n = 360,000). AID 651710;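 active = every replicate showing at least 50% inhibition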
# Target sequence (P43351 whole entry, looked up): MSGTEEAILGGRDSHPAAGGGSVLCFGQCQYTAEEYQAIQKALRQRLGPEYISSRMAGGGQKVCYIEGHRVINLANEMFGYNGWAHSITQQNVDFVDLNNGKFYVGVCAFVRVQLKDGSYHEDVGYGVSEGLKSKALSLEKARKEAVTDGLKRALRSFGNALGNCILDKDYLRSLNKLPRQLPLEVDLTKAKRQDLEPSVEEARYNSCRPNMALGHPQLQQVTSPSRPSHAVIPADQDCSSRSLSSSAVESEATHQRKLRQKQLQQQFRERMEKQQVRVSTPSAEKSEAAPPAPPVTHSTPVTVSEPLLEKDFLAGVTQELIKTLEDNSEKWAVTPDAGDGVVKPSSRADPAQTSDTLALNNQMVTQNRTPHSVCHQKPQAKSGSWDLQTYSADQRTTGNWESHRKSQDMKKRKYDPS
# miR122 inh – blocks miR-122 activity in Huh7 sensor cells. Huh7 miR-122 Renilla luciferase sensor, 48 h; neutral wells = 0, positive control = 100. activation (reporter increase), % at 12.5 µM. actives 0.3% (n = 340,000). AID 602342;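 active = mean replicate activation score at least 90 and every replicate individually at or above 90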;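 also: higher luciferase means less miR-122 activity so hits act as miR-122 inhibitors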
# * hit, by the source's call; . = not tested or not shown; & = joins results of further samples; [ ] = remark or other dose.
SMILES,ERAP1 inh,RAD54 branch,Cneo AK release,PglD inh,PGC1a acetyl inh,E-selectin induc,RAD52 inh,miR122 inh
CCC(=O)N1[C@@H](CO)[C@@H](c2ccccc2)[C@@H]1CN(CC)C(=O)c1ccc(F)cc1,.,-5.9,0.1,0.3,1.9,0.0,.,-21.4[16.7 µM]
Cc1ccccc1OCc1nc2ccccc2[nH]1,-2.2,.,.,.,-1.7,-0.6,-4.9,.
Cc1ccccc1OCC(O)CN(Cc1ccccc1O)C1CCCCC1 (stereo not drawn),-0.6,-9.5,6.5,0.5,-6.1,.,-21.2,3.7
COc1ccc(CNC(=O)c2oc3ccc(S(=O)(=O)N4CCOCC4)cc3c2C)cc1,-53.7,11.5,-13.8,-1.0,.,0.1,-17.3,-1.2
CC(=O)N(C)C[C@H]1Oc2cc(-c3ccccc3)ccc2S(=O)(=O)N([C@@H](C)CO)C[C@@H]1C,0.1,-2.7,1.9,0.5,-16.9,0.6,-6.7,-0.6[16.7 µM]
O=[N+]([O-])c1ccc2nc(NS(=O)(=O)c3ccc(Cl)cc3)sc2c1,-0.1,1.9,-0.5,4.6,.,.,-17.6,.
CCOC(=O)c1c(NC(=O)/C=C/c2ccc(C)o2)sc(C)c1C,-4.1,-0.8,0.8,-3.3,3.1,.,-17.7,-5.3
COc1ccc(N2CC(C)(C)[C@H](CC(=O)Nc3ccc(Br)cc3)C2=O)cc1,-2.5,.,.,.,4.0,-1.4,-10.0,-1.6
O=C(C1CCCO1)N(Cc1ccccc1)c1ccccc1 (stereo not drawn),0.2,.,.,.,1.5,.,-8.2,2.7
N#Cc1cccc(NC(=O)COC(=O)Cn2nc(-c3ccccc3)oc2=O)c1,-5.0,3.5,1.3,2.5,-13.8,-0.3,-17.1,.
O=C(c1oc2ccccc2c1N1CCCCC1)N1CCCCC1,.,-5.4,-2.4,-2.1,-22.4,.,.,-0.7
CN(C)S(=O)(=O)c1ccc(S(=O)(=O)N2CCCC(C(=O)NC3CC3)C2)cc1 (stereo not drawn),-0.8,-1.0,1.1,-2.7,5.0,.,-14.2,2.5
C[C@@H]1CN([C@H](C)CO)C(=O)Cc2cc(NC(=O)C3CC3)ccc2O[C@@H]1CN(C)Cc1ccc(C(=O)Nc2ccccc2N)cc1,0.5,7.8,5.3,8.3,-2.7,0.4,-0.5,-4.9[16.7 µM]
C[C@@H]1CN([C@H](C)CO)C(=O)c2cccc(NS(=O)(=O)c3ccc(Cl)cc3)c2O[C@@H]1CN(C)Cc1ccc2c(c1)OCO2,-0.1,-0.7,2.2,-7.3,-9.3,14.4,-15.7,4.3[16.7 µM]
C[C@H](CO)N1C[C@H](C)[C@@H](CN(C)S(=O)(=O)c2ccc(Cl)cc2)Oc2ccc(NC(=O)C3CC3)cc2C1=O,0.4,-1.9,7.5,4.8,1.7,-0.1,13.2,1.3[16.7 µM]
Cc1ccc(-n2c(C)c(C)c3c(N)ncnc32)cc1,-3.4,.,.,.,0.9,.,2.3,-3.2
CCN(Cc1nc2ccccc2c(=O)[nH]1)C(=O)c1cc(C2CC2)nn1-c1ccccc1,2.3,-4.2,-1.4,-6.8,-15.6,0.3,-27.9,-1.8
O=C(c1ccccc1)N1CCN(Cc2ccccc2)CC1,.,3.3,-0.9,4.4,10.7,.,.,.
Nc1nnc(SCc2ccc(F)cc2)n1-c1ccccc1,.,-6.3,10.6,-3.5,6.2,.,.,7.6
CS(=O)(=O)N1CCC(C(=O)NCc2ccc(Cl)cc2Cl)CC1,-2.4,.,.,.,5.1,-0.6,3.8,-3.2
C[C@H]1CN([C@@H](C)CO)S(=O)(=O)c2ccc(C#Cc3ccccc3F)cc2O[C@H]1CN(C)C(=O)Cc1cccnc1,-2.6,-16.6,1.7,2.7,-0.1,-0.3,25.6,-2.1[16.7 µM]
Cc1ccc(C)c(N(Cc2ccccc2F)S(C)(=O)=O)c1,.,-14.6,-3.5,11.6,-29.9,.,.,0.5
Cc1ccc(-n2nc(C)c3c2OC(N)=C(C#N)C3c2ccoc2)cc1 (stereo not drawn),.,-12.2,-0.5,-2.0,-1.4,.,.,7.2
CCOCCCNC(=O)C1CCN(S(=O)(=O)N(CC(C)C)CC(C)C)CC1,.,-3.6,-0.5,0.5,-6.0,.,.,5.1
CC(C)[C@H](NS(=O)(=O)c1ccccc1)C(=O)OCC(=O)Nc1cccc(S(N)(=O)=O)c1,3.8,-17.9,-0.6,-1.5,-2.6,.,-2.7,-2.3

# Entries of single compounds as entered above. Order of screens: ERAP1 inh | RAD54 branch | Cneo AK release | PglD inh | PGC1a acetyl inh | E-selectin induc | RAD52 inh | miR122 inh
# `Nc1nnc(SCc2ccc(F)cc2)n1-c1ccccc1` is listed with . | -6.3 | 10.6 | -3.5 | 6.2 | . | . | 7.6
# `O=[N+]([O-])c1ccc2nc(NS(=O)(=O)c3ccc(Cl)cc3)sc2c1` is listed with -0.1 | 1.9 | -0.5 | 4.6 | . | . | -17.6 | .

# (further entries)
SMILES,ERAP1 inh,RAD54 branch,Cneo AK release,PglD inh,PGC1a acetyl inh,E-selectin induc,RAD52 inh,miR122 inh
CCC(=O)NC(=S)Nc1cccc(NC(=O)c2ccc(Cl)cc2Cl)c1,.,-2.3,-2.0,3.8,-7.6,.,.,-5.9
COC(=O)C(c1ccccc1)C(C(=O)OC)c1ccccc1 (stereo not drawn),1.4,1.5,2.2,9.7,-11.4,0.4,-2.3,1.3
CCCCNC(=O)CN1C(=O)CSc2ccc(S(=O)(=O)N3CCOCC3)cc21,9.0,13.7,0.5,-2.8,8.4,-0.2,-4.6,-1.6
C[C@H](CO)N1C[C@H](C)[C@H](CN(C)Cc2ccccc2)Oc2ccc(NC(=O)Cc3ccccc3)cc2C1=O,3.6,-0.6,-55.3,-3.3,.,0.9,8.6,-2.1[16.7 µM]
CCCCCn1c(=O)[nH]c2cc(C(=O)NCc3ccccn3)ccc2c1=O,.,-5.5,0.2,-5.4,1.9,-0.4,-4.9,0.9
Cc1ccc(S(=O)(=O)N(C)C[C@@H]2Oc3c(NC(=O)c4nc5ccccc5s4)cccc3C(=O)N([C@H](C)CO)C[C@@H]2C)cc1,-0.2,7.8,-8.8,2.2,-14.3,-0.4,-13.5,11.3[16.7 µM]
Cc1cc(Cl)c(S(=O)(=O)NCc2ccncc2)cc1OCC(N)=O,.,-54.0,3.4,-0.9,0.1,.,.,2.6
CC(C)CNc1cc(Cl)c(S(=O)(=O)NCC(C)C)cc1C(=O)O,.,-9.9,2.2,-5.4,-14.3,.,.,9.4
OC[C@H]1Nc2ccc(-c3cccc(F)c3)cc2[C@@H]2[C@H]1CCN2Cc1ccc(F)cc1,-2.7,-14.6,-3.5,2.4,-21.2,0.2,-29.1,42.0[16.7 µM]
CN(CC(=O)NCC(=O)Nc1ccc(F)cc1)C1CCS(=O)(=O)C1 (stereo not drawn),-2.2,2.8,-1.0,1.5,11.4,.,-15.0,-4.5
Cc1ccc(C(=O)c2c3ccc(C(F)(F)F)cc3[n+]([O-])n2CCCC(N)=O)cc1,-0.8,-4.4,-3.3,3.8,2.5,0.1,-46.2,2.0
CC1Cc2cc(/C(O)=C3/C(=O)C(=O)N(CCCn4ccnc4)C3c3cccnc3)ccc2O1 (stereo not drawn),.,-1.6,2.2,-1.8,5.4,.,.,-9.2
COc1c(C)cc(C(=O)C2CCCN(C(=O)c3cccc(-n4cccn4)c3)C2)cc1C (stereo not drawn),5.5,5.4,2.4,1.5,15.8,0.1,-13.6,-0.5
CSc1ccc(-c2nnn(CC(=O)NCc3ccccc3)n2)cc1,.,-4.2,0.9,-1.2,13.7,.,.,-5.2
Cc1ccc(NC(=O)CSc2nc(NS(=O)(=O)c3ccc(C)cc3)cc(=O)[nH]2)cc1,.,4.9,-2.7,-2.3,0.4,.,.,-0.4
Cc1cc(C)n(Cc2nc3ccccc3n2C)n1,.,-4.7,2.5,-2.4,8.4,.,.,1.7
CC(C)CN(CC(C)C)S(=O)(=O)N1CCC(C(=O)NCCc2ccc(Cl)cc2)CC1,-0.7&-2.5,-4.3,-0.3,0.0,-12.3,.,-9.4&-15.5,-4.9
CCCCN1C(=S)NC[C@@H]1c1ccccc1,0.8,3.6,-2.6,-7.8,5.9,0.4,4.1,5.4
C[C@@H]1CCCCO[C@@H](CN(C)C(=O)Nc2ccc3c(c2)OCO3)[C@@H](C)CN([C@H](C)CO)C(=O)c2cc(NC(=O)Cc3ccccc3)ccc2O1,.,-15.8,-2.3,3.4,-8.0,-0.2,.,2.9[16.7 µM]
C[C@@H]1CCCCO[C@H](CN(C)C)[C@H](C)CN([C@@H](C)CO)C(=O)c2cc(N(C)C)ccc2O1,2.4,-3.7,-1.1,1.5,-1.8,-0.2,-9.1,0.1[16.7 µM]
Cc1cccc(CNc2ncnc3ccc(-c4cccnc4)cc23)c1,3.0,5.5,3.3,-4.9,-7.6,0.0,-12.9,1.3
Cc1cccc(NC2=NC(=S)N(c3ccc(C(=O)O)cc3)C23CCCCC3)c1,.,-2.4,-0.3,-3.8,10.4,.,.,-1.6
Cc1ccc(SCC(=O)Nc2ccc(S(=O)(=O)Nc3ncccn3)cc2)cc1,2.9,.,.,.,-18.1,5.2,-12.4,.
CCOC(=O)CN(C(=O)CSc1nnc(-c2cccc(OC)c2)o1)c1ccc(F)cc1,.,8.1,-1.2,-1.1,-7.7,.,.,-16.5

# Single values from the results shown:
# COC(=O)C(c1ccccc1)C(C(=O)OC)c1ccccc1 (stereo not drawn) – ERAP1 inh: 1.4
# C[C@@H]1CCCCO[C@@H](CN(C)C(=O)Nc2ccc3c(c2)OCO3)[C@@H](C)CN([C@H](C)CO)C(=O)c2cc(NC(=O)Cc3ccccc3)ccc2O1 – E-selectin induc: -0.2
# OC[C@H]1Nc2ccc(-c3cccc(F)c3)cc2[C@@H]2[C@H]1CCN2Cc1ccc(F)cc1 – PglD inh: 2.4
# Cc1cc(C)n(Cc2nc3ccccc3n2C)n1 – Cneo AK release: 2.5
# CCC(=O)NC(=S)Nc1cccc(NC(=O)c2ccc(Cl)cc2Cl)c1 – Cneo AK release: -2.0
# CCCCCn1c(=O)[nH]c2cc(C(=O)NCc3ccccn3)ccc2c1=O – RAD52 inh: -4.9
# C[C@@H]1CCCCO[C@H](CN(C)C)[C@H](C)CN([C@@H](C)CO)C(=O)c2cc(N(C)C)ccc2O1 – ERAP1 inh: 2.4

# Among those listed so far, these have an aryl methoxy group:
SMILES,ERAP1 inh,RAD54 branch,Cneo AK release,PglD inh,PGC1a acetyl inh,E-selectin induc,RAD52 inh,miR122 inh
COc1ccc(CNC(=O)c2oc3ccc(S(=O)(=O)N4CCOCC4)cc3c2C)cc1,-53.7,11.5,-13.8,-1.0,.,0.1,-17.3,-1.2
COc1ccc(N2CC(C)(C)[C@H](CC(=O)Nc3ccc(Br)cc3)C2=O)cc1,-2.5,.,.,.,4.0,-1.4,-10.0,-1.6
COc1c(C)cc(C(=O)C2CCCN(C(=O)c3cccc(-n4cccn4)c3)C2)cc1C (stereo not drawn),5.5,5.4,2.4,1.5,15.8,0.1,-13.6,-0.5
CCOC(=O)CN(C(=O)CSc1nnc(-c2cccc(OC)c2)o1)c1ccc(F)cc1,.,8.1,-1.2,-1.1,-7.7,.,.,-16.5
